Screening data: PubChem BioAssay, Dana-Farber Cancer Institute and Novartis Institutes for BioMedical Research (Cambridge, Mass)
USP7 inh = human USP7 deubiquitinase inhibition | Q93009 | purified USP7, Ub-rhodamine cleavage fluorescence | inhibition, % at 20 µM | actives 0.3% (n = 47,000)
Target sequence (Q93009 whole entry, looked up): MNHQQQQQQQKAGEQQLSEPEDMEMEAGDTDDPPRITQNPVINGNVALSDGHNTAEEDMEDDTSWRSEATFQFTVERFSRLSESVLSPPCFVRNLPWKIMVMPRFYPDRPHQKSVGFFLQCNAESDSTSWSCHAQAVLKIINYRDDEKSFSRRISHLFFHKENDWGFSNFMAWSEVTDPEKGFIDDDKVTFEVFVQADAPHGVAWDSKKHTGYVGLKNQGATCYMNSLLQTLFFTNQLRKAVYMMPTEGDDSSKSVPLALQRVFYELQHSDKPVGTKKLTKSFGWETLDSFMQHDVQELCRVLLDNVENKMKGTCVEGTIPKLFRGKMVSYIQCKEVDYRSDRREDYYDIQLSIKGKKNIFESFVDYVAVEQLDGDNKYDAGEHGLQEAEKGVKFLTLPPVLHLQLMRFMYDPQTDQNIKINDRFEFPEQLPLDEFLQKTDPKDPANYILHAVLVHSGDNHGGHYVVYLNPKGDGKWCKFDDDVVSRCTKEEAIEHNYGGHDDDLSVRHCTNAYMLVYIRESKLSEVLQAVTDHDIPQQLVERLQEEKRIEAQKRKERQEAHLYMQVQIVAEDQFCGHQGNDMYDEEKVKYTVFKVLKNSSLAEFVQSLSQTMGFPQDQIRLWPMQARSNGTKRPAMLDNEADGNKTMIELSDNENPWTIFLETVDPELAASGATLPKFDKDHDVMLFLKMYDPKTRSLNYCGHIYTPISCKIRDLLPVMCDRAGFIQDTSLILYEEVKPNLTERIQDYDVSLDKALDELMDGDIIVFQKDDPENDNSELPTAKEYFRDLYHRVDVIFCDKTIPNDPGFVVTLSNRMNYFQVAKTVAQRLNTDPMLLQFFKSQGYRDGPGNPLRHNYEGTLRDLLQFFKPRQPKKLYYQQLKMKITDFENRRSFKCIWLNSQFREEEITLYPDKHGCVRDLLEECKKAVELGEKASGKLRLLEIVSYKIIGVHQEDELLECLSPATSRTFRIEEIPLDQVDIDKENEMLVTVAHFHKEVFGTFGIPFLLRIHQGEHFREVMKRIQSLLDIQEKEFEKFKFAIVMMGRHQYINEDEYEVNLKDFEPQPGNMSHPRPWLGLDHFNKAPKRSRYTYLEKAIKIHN
USP8 inh = blocks human USP8 ubiquitin-rhodamine cleavage; P40818; purified USP8, Ub-rhodamine cleavage fluorescence, 30 min; inhibition, % at 20 µM; actives 4.2% (n = 47,000)
USP28 block = blocks human USP28 ubiquitin-rhodamine cleavage; actives 3% (n = 47,000); purified USP28, Ub-rhodamine cleavage fluorescence, 30 min; Q96RU2; inhibition, % at 25 µM; AID 1645857
UCHL1 inh = inhibitors of human UCHL1 deubiquitinase | P09936 | purified UCHL1, Ub-rhodamine cleavage fluorescence | inhibition, % at 20 µM | actives 0.2% (n = 47,000) | AID 1645859
OTUD3 inh = human OTUD3 deubiquitinase inhibition. AID 1645858. inhibition, % at 25 µM. purified OTUD3, Ub-rhodamine fluorescence, 2 h. actives 0.7% (n = 47,000). Q5T2D3
USP10 block = blocks human USP10 ubiquitin-rhodamine cleavage. Q14694. purified USP10, Ub-rhodamine fluorescence, 60 min. inhibition, % at 20 µM. actives 1.1% (n = 47,000). AID 1645856
USP30 block = human USP30 deubiquitinase inhibition. Q70CQ3. purified USP30, Ub-rhodamine cleavage fluorescence. inhibition, % at 25 µM. actives 5.3% (n = 47,000). AID 1645860
USP17 inh = inhibitors of human USP17 deubiquitinase. inhibition, % at 50 µM. AID 1645855. purified USP17, Ub-rhodamine cleavage fluorescence, 3 h. actives 6.5% (n = 47,000)
Numbers without * were called inactive; / = no result given. No stated cut-off is given here; in the data, active means inhibition above about 30%; inactive means the rest.

Labels used below – A = USP7 inh; B = USP8 inh; C = USP28 block; D = UCHL1 inh; E = OTUD3 inh; F = USP10 block; G = USP30 block; H = USP17 inh
1) COc1ccc(S(=O)(=O)NC2CC(=O)N(c3ccc(Cl)cc3)C2)cc1 (stereo not drawn)
  A = -34 | B = 0 | C = 5 | D = 2 | E = 0 | F = -2 | G = 6 | H = -12
2) COc1ccc(CNc2nccn(Cc3ccc(F)cc3)c2=O)cc1
  A = -9 | B = 0 | C = 0 | D = -4 | E = -1 | F = -1 | G = -8 | H = 10
3) O=C(NCc1ccc(Br)cc1)c1ccc(-c2cccnc2)nc1
  A = 3 | B = 5 | C = 30 | D = 2 | E = 0 | F = 2 | G = 55* | H = 30
4) Cc1nc(-c2cc(C(=O)NCCN3CCOCC3)c3ccccn23)cs1
  A = -15 | B = -144 | C = -95 | D = -17 | E = -70 | F = -4 | G = -355 | H = -108
5) CC(C)CCNc1ncnc2c1sc1nc(C(C)C)c3c(c12)CC(C)(C)OC3
  A = 7 | B = 14 | C = 3 | D = 0 | E = 5 | F = 3 | G = 7 | H = 14
6) CC(C)CC(=O)Nc1cc(F)c2nc(N3CCOCC3)ccc2c1
  A = -6 | B = 80* | C = -11 | D = 5 | E = -7 | F = -8 | G = -53 | H = 75*
7) O=C(O)CN1CCC2(CCC1=O)NC(=O)c1cc(Cl)ccc1N2 (stereo not drawn)
  A = -10 | B = 9 | C = 9 | D = 0 | E = 7 | F = 0 | G = 3 | H = 15
8) COc1ccc(Nc2c3ccccc3nc3c2c(C)nn3C)cc1C(=O)O
  A = 3 | B = -7 | C = -18 | D = 3 | E = -32 | F = -4 | G = -176 | H = -51
9) COc1ccc(S(=O)(=O)N2CCCCC2)cc1NC(=O)COc1cccc(Cl)c1Cl
  A = 10 | B = 14 | C = 7 | D = 6 | E = 1 | F = 5 | G = 11 | H = 17
10) O=C(c1cn[nH]c1C1CCCN(S(=O)(=O)c2ccccc2)C1)N1CCCC1 (stereo not drawn)
  A = 1 | B = 0 | C = -8 | D = 1 | E = 4 | F = -2 | G = 0 | H = 1
11) COc1ccc(CN2CCC([C@@H]3C[C@H](C(F)(F)F)n4ncnc4N3)CC2)cc1OC
  A = 3 | B = 0 | C = 3 | D = -2 | E = 13 | F = -2 | G = 10 | H = 1
12) Cc1ccc(S(=O)(=O)c2c(C(=O)N3CCCCC3)cnc3ccc(Cl)cc23)cc1
  A = 9 | B = 20 | C = 13 | D = 5 | E = 17 | F = 2 | G = 19 | H = 18
13) CCc1cccc(NS(=O)(=O)c2cc3n(c2)CCN(C)C3=O)c1
  A = -7 | B = -2 | C = -12 | D = 0 | E = -8 | F = -4 | G = -20 | H = /
14) CCOC(=O)c1ccc2nc(NC(=O)Cc3cccc4ccccc34)sc2c1
  A = 8 | B = 16 | C = 9 | D = 5 | E = 21 | F = 8 | G = 36* | H = 11
15) COC(=O)c1ccc(C(=O)NCC2(O)CCc3ccccc32)cc1 (stereo not drawn)
  A = 7 | B = -18 | C = 6 | D = 6 | E = 7 | F = 0 | G = 8 | H = 0
16) O=C(c1cc(-c2ccccn2)nc2ccccc12)N1CCSCC1
  A = -10 | B = -4 | C = / | D = -2 | E = -5 | F = -3 | G = / | H = -19
17) Cn1c(=O)c2c(ncn2Cc2nnc(-c3ccccc3)o2)n(C)c1=O
  A = 0 | B = 65* | C = 0 | D = 1 | E = -1 | F = -1 | G = -12 | H = 19
18) COc1ccc(CNc2ncc(C(=O)Nc3ccccc3)c(C)n2)cc1
  A = -14 | B = -18 | C = -54 | D = -14 | E = -53 | F = -4 | G = -267 | H = -128
19) CCN(C(=O)c1cccc(NC(=O)c2ccccc2)c1)c1ccccc1
  A = -1 | B = -28 | C = 3 | D = -1 | E = -5 | F = 5 | G = 1 | H = -24
20) O=C(Cn1c(=O)n(Cc2ccc(C(=O)NC3CCCC3)cc2)c(=O)c2ccccc21)c1ccc(Cl)c(Cl)c1
  A = 9 | B = 21 | C = 3 | D = -1 | E = 10 | F = 23 | G = 12 | H = 19
21) CC(C)(C)c1cc(C(=O)N2CCC(O)(CN3CCOCC3)C2)n[nH]1 (stereo not drawn)
  A = -1 | B = 0 | C = -8 | D = -3 | E = -14 | F = 8 | G = -8 | H = -11
22) COc1ccc(N2CCN(CCCNC(=O)C3CCN(S(=O)(=O)c4ccc(Br)s4)CC3)CC2)cc1
  A = 0 | B = -1 | C = -5 | D = 1 | E = -16 | F = -3 | G = -1 | H = -1
23) O=C(c1ccnnc1)N1CCC[C@@]2(C[C@@H](Oc3ccccc3F)CO2)C1
  A = 4 | B = 1 | C = -13 | D = 1 | E = 1 | F = 2 | G = -6 | H = 0
24) Cc1ccc(N(CC(=O)Nc2cccc(C(=O)O)c2)S(=O)(=O)c2c(C)nn(C)c2C)cc1
  A = -2 | B = -27 | C = 6 | D = -1 | E = 11 | F = 0 | G = 10 | H = 0
25) Cc1cc(C)nc(NC(C)C(=O)NCC2(C)COC2)n1 (stereo not drawn)
  A = 1 | B = 2 | C = -5 | D = -1 | E = -5 | F = -1 | G = 2 | H = -10

As entered above:
entry 13 | USP10 block = -4
entry 7 | USP28 block = 9
entry 22 | USP7 inh = 0

Two of these compounds in a different format:
cpd	smiles	USP7 inh	USP8 inh	USP28 block	UCHL1 inh	OTUD3 inh	USP10 block	USP30 block	USP17 inh
19	CCN(C(=O)c1cccc(NC(=O)c2ccccc2)c1)c1ccccc1	-1	-28	3	-1	-5	5	1	-24
20	O=C(Cn1c(=O)n(Cc2ccc(C(=O)NC3CCCC3)cc2)c(=O)c2ccccc21)c1ccc(Cl)c(Cl)c1	9	21	3	-1	10	23	12	19

The list continues:
Labels used below – A = USP7 inh; B = USP8 inh; C = USP28 block; D = UCHL1 inh; E = OTUD3 inh; F = USP10 block; G = USP30 block; H = USP17 inh
26) CC(=O)Nc1ccc(Oc2nc(-c3ccccc3)ncc2S(=O)(=O)c2ccc(C)cc2)cc1
  A = 6 | B = 7 | C = 5 | D = 0 | E = 2 | F = 6 | G = 17 | H = 17
27) Cc1nccc(CN2C[C@@H](O)[C@H](NC(=O)c3cscn3)C2)n1
  A = -5 | B = -199 | C = -48 | D = -8 | E = -26 | F = -9 | G = -159 | H = -71
28) Cc1ccc(C(=O)N2CCc3c(c(-c4nc(C5CC5)no4)nn3C)C2)cc1C
  A = -10 | B = 13 | C = 9 | D = 4 | E = 8 | F = 0 | G = 24 | H = 10
29) C=C1C=C(NCc2ccccc2)n2nc3nc(C)cc(C)c3c2N1
  A = -19 | B = -90 | C = -68 | D = -25 | E = -47 | F = -9 | G = -246 | H = -63
30) Cn1cc(S(=O)(=O)N2CCCC2)cc1C(=O)Nc1ccccc1F
  A = 4 | B = 21 | C = 10 | D = 0 | E = 6 | F = 0 | G = 17 | H = 5
31) COC(=O)c1ccccc1NC(=O)Cn1c(=O)n(CCCC(=O)NCc2ccco2)c(=O)c2ccccc21
  A = 11 | B = 58* | C = 58* | D = 3 | E = 68* | F = 54* | G = 80* | H = 76*
32) Cn1c(NC(=O)c2cccs2)c(-c2ccc(Cl)cc2)c(=O)c2ccccc21
  A = 0 | B = -7 | C = -10 | D = -1 | E = -6 | F = 1 | G = 0 | H = 30
33) CN(C)c1nc(C2CCN(C(=O)c3cc(S(=O)(=O)N(C)C)ccc3F)C2)cc(=O)[nH]1 (stereo not drawn)
  A = 7 | B = 12 | C = -1 | D = 2 | E = 4 | F = -1 | G = 0 | H = 9
34) O=C(c1cn2ccccc2n1)N1CCN(Cc2cccc(F)c2)CC1
  A = 0 | B = -1 | C = -12 | D = -1 | E = -7 | F = -1 | G = -4 | H = -12

Of the compounds above, these have an NH in an aromatic ring.
Labels used below – A = USP7 inh; B = USP8 inh; C = USP28 block; D = UCHL1 inh; E = OTUD3 inh; F = USP10 block; G = USP30 block; H = USP17 inh
10) O=C(c1cn[nH]c1C1CCCN(S(=O)(=O)c2ccccc2)C1)N1CCCC1 (stereo not drawn)
  A = 1 | B = 0 | C = -8 | D = 1 | E = 4 | F = -2 | G = 0 | H = 1
21) CC(C)(C)c1cc(C(=O)N2CCC(O)(CN3CCOCC3)C2)n[nH]1 (stereo not drawn)
  A = -1 | B = 0 | C = -8 | D = -3 | E = -14 | F = 8 | G = -8 | H = -11
33) CN(C)c1nc(C2CCN(C(=O)c3cc(S(=O)(=O)N(C)C)ccc3F)C2)cc(=O)[nH]1 (stereo not drawn)
  A = 7 | B = 12 | C = -1 | D = 2 | E = 4 | F = -1 | G = 0 | H = 9
